Screening data from PubChem.
CR mimetic SO – reduction of superoxide in aged yeast, primary screen, HTS; S. cerevisiae aged cells, superoxide DHE fluorescence; stronger effect = lower value; superoxide response (% of plate mean), % at 10 µM; 330,000 compounds, 0.18% hits;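 active = superoxide response under a set limit, about three screen SD below normal, cut at about 65% in these data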;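 note: yeast aged for seven days with compound at 30 °C before DHE staining; 100% = average MFI of all compound-treated wells on the plate with controls excluded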
MCL1 BIM primary – inhibitors of MCL1 binding to BIM-BH3, primary screen, biochemical, fluorescence polarization; inhibition, % at 10.9 µM; Induced myeloid leukemia cell differentiation protein Mcl-1 (Homo sapiens), Q07820; GST-MCL1 / FITC-Bim-BH3 fluorescence polarization; 320,000 compounds, 0.68% hits;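 active = inhibition above the mean inhibition of all tested compounds plus 3 SD, set per campaign, cut at about 40% in these data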;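 note: 0% = DMSO wells and 100% = unlabeled Bim-BH3 peptide control; higher means more loss of mP so more displacement of Bim peptide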
Target sequence (Q07820 whole entry, looked up): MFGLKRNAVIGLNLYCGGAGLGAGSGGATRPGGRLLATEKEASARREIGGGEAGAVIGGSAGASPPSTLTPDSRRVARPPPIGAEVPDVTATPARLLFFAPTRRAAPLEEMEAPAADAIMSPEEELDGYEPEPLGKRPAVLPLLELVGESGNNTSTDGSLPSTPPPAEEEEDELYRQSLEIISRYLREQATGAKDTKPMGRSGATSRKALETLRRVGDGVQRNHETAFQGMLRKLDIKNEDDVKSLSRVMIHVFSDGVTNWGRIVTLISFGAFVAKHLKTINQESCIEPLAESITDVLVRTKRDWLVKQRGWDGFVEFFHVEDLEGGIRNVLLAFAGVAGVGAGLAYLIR
VLA-4 inh – inhibition in human VLA-4 binding assay, primary screen, VLA-4 allosteric modulator project, MLPCN library, flow cytometry, VLA-4 expressing cells; Integrin alpha-4 (Homo sapiens), P13612; ligand binding flow cytometry; inhibition, % (about 7 µM as worked out from the volumes in the protocol); 330,000 compounds, 0.2% hits; AID 2557, 2010; in the data active = inhibition above about 50%
CIT2 TOR yeast – modulators of CIT2-GFP expression in yeast, primary screen, S. cerevisiae, GFP fusion, multiplex flow cytometry, MLPCN library; S. cerevisiae CIT2-GFP strain, 3 h; 100 means same as DMSO wells; GFP response vs DMSO, % at 10 µM; 320,000 compounds, 0.065% hits; AID 2029, 2009;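 active = GFP response relative to DMSO above a set limit, near the screen mean plus 3 SD, cut at about 150% in these data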;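 note: ratio of well median GFP fluorescence to mean of DMSO wells on the plate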
AGP1 TOR yeast – modulators of AGP1-GFP expression in yeast TOR pathway, primary screen, cell-based, multiplex flow cytometry, S. cerevisiae, MLPCN library; GFP response vs DMSO, % at 10 µM; 320,000 compounds, 0.02% hits; 3 h; GFP as percent of DMSO wells;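 active = GFP response relative to DMSO above a set limit, near screen average plus 3 SD, cut at about 150% in these data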;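 note: median GFP channel fluorescence of the gated AGP1 strain per well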
GLD-1 RNA inh – GLD-1/TGE RNA complex disruptors, primary screen, biochemical, fluorescence polarization | Female germline-specific tumor suppressor gld-1 (Caenorhabditis elegans), Q17339 | purified GLD-1 + fluorescein TGE RNA | inhibition, % at 5.96 µM | 320,000 compounds, 0.44% hits;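 active = percent inhibition above a per-plate cutoff, the plate mean of test compounds plus 3 SD, cut at about 30% in these data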;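 note: 0% = DMSO wells with GLD-1 and probe and 100% = wells lacking GLD-1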
Target sequence (Q17339 whole entry, looked up): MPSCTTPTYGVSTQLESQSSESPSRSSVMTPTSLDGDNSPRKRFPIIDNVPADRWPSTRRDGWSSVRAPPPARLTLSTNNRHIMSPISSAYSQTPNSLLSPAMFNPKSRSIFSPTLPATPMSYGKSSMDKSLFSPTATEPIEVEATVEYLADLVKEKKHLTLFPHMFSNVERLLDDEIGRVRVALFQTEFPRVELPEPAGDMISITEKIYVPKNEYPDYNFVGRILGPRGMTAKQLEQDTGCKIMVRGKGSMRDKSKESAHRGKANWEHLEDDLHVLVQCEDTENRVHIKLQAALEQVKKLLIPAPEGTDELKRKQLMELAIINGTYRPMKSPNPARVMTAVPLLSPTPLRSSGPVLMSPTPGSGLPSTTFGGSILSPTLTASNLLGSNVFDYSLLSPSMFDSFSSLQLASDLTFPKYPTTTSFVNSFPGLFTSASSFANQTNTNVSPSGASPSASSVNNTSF
BCLXL inh – inhibitors of human Bcl-xL, primary screen, biochemical, fluorescence polarization, HTS; Bcl-2-like protein 1 (Homo sapiens), Q07817; inhibition, % at 10.9 µM; 320,000 compounds, 0.7% hits; GST-Bcl-xL / FITC-Bim BH3 peptide fluorescence polarization;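 active = inhibition above the mean of all tested compounds plus 3 SD, cutoff set per campaign, cut at about 30% in these data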;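 note: 0% = DMSO wells and 100% = unlabeled Bim-BH3 peptide competitor; inhibitors lower millipolarization by displacing the labeled peptide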
Target sequence (Q07817 whole entry, looked up): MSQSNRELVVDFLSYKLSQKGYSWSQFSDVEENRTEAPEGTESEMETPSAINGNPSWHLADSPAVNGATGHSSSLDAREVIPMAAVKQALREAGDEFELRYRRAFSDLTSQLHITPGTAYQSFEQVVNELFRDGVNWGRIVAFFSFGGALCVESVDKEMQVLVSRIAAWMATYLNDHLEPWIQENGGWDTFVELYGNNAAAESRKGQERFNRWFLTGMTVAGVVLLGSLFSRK
MEX-5 binding – MEX-5 zinc finger RNA-binding disruptors – biochemical, C. elegans, fluorescence polarization, MLPCN library, primary screen; Zinc finger protein mex-5 (Caenorhabditis elegans), Q9XUB2; MEX-5/FITC-TCR2 RNA binding; stronger effect = lower value; activity score (negative = inhibition of binding), % at 10 µM; 300,000 compounds, 0.38% hits; AID 1832, 2009;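 active = inhibition past about -25% in most replicates, and total fluorescence under double the plate's negative control median, limit read from the data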;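 note: 0% = DMSO and -100% = 5 µM competing unlabeled TCR2 RNA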
GRK2 aptamer HTS – compounds blocking aptamer binding on GRK2 – biochemical, human GRK2, bead flow cytometry, HTS, primary screen; Beta-adrenergic receptor kinase 1 (Homo sapiens), P25098; FAM-aptamer displacement from GRK2; inhibition of aptamer binding, % at 10 µM; 330,000 compounds, 0.59% hits; AID 488847, 2010;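 active = inhibition of aptamer binding above 40%, roughly 3 SD of noise, on plates passing a quality check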;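 note: median bead fluorescence of bound FAM aptamer so fluorescent compounds give negative values; no value below 0 was filed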
* hit, by the source's call; . = no result given.

SMILES	CR mimetic SO	MCL1 BIM primary	VLA-4 inh	CIT2 TOR yeast	AGP1 TOR yeast	GLD-1 RNA inh	BCLXL inh	MEX-5 binding	GRK2 aptamer HTS
CCc1nnc(NC(=O)Cc2c[nH]c3ccccc23)s1	120	-13	-10	97	99	-8	-11	2.4	0
Cc1ccc(S(=O)(=O)N2CCC(C(=O)OCC(=O)N3CCC(C)CC3)CC2)cc1C	102	-6	-2	107	113	1	-1	-1.0	0
O=C1CN(C(=O)COC(=O)C23CC4CC(CC(O)(C4)C2)C3)c2ccccc2N1	93	-3	37	104	104	3	3	-0.4	6
Cc1c(C)c2cc(Cl)c(O)c(CN3CCCCC3)c2oc1=O	105	-7	22	96	103	1	4	-0.9	23
O=C(CN(Cc1ccc(Cl)c(Cl)c1)S(=O)(=O)c1ccccc1)N/N=C\c1ccc2c(c1)OCO2	78	0	16	105	108	5	5	-2.0	1
CNC(=O)c1ccc(=O)n(Cc2cccc(C(F)(F)F)c2)c1	102	0	13	99	102	1	4	-1.9	1
CC(C#N)On1c(SC(C)C#N)nc2ccccc2c1=O (centres undefined)	109	-5	1	105	95	3	2	1.7	0
COc1cccc(N(CC(=O)NCc2ccco2)C(=O)CCC(=O)Nc2nccs2)c1	93	8	7	101	103	1	1	-0.1	1
O=C(Nc1cccc2ncccc12)c1ccco1	106	-12	-2	100	105	-5	-7	-1.0	6
CN(C)C(=O)COn1c(SCC(=O)N(C)C)nc2ccccc2c1=O	102	5	24	103	98	4	5	0.2	0
CC(C)(C)c1cc(NC(=O)c2cccc(S(=O)(=O)N3CCOCC3)c2)no1	95	4	11	112	111	4	1	0.0	0
Cc1cc(NS(=O)(=O)c2ccc(NC(=O)COc3c(C)cc(Br)cc3C)cc2)no1	87	12	11	94	100	0	10	1.2	0
Cc1ccc(C(C[N+](=O)[O-])c2c(C)[nH]n(-c3ccccc3)c2=O)cc1 (centres undefined)	99	-3	-4	109	104	-1	4	2.0	20
Cc1ccc(S(=O)(=O)NCC(=O)N(CC(=O)NC(C)(C)C)Cc2ccc3c(c2)OCO3)cc1	95	2	7	106	100	1	5	2.1	1
CCOc1ccccc1NC(=O)CN1CCC(NC(=O)c2ccccc2C)CC1	104	5	12	95	102	2	5	0.8	2
Cc1nc2ncnn2c(C)c1CCC(=O)O	109	-9	-3	104	102	-8	-7	-1.4	6
CC(=O)N(c1ccc(Cl)cc1)c1nc(C)cc(C)c1C#N	94	4	-9	101	106	2	-2	-1.3	0
O=C(NCCCn1ccnc1)C(Cc1ccc([N+](=O)[O-])cc1)N1C(=O)c2ccccc2C1=O (centres undefined)	93	8	10	103	101	0	3	2.4	1
COCc1cc(N2CCCC2)nc(-c2ccccc2)n1	112	6	15	98	101	0	2	2.1	2
Cc1nc(C)c(C(=O)OCC(=O)NCc2ccccc2Cl)s1	93	.	1	107	100	0	.	.	1
Cc1csc(NC(=O)c2ccc(C)s2)n1	84	0	-2	94	100	1	5	-1.3	1
C=CCNC(=O)COc1ccc(Oc2ccccc2)cc1	110	-4	-6	92	93	-1	3	-1.1	0
CCOC(=O)C1CCCN(C/C=C/c2ccccc2)C1 (centres undefined)	99	.	-1	102	103	.	.	-1.3	0
O=C(Nc1nc2ccccc2s1)c1ccc(F)cc1	98	1	-4	100	98	-1	2	-1.2	4
CCCCOC(=O)Cn1c(=O)oc2ccc(C)cc21	107	1	-17	116	109	-5	0	-0.8	0

Next compounds
SMILES	CR mimetic SO	MCL1 BIM primary	VLA-4 inh	CIT2 TOR yeast	AGP1 TOR yeast	GLD-1 RNA inh	BCLXL inh	MEX-5 binding	GRK2 aptamer HTS
Cc1ccc(C(=O)NCC(=O)OCC(=O)c2ccc(C)c([N+](=O)[O-])c2)cc1	98	8	7	97	99	0	4	2.3	0
N/C(=N\N=C\c1cccs1)SC1CC(=O)N(c2ccc(Br)cc2)C1=O (centres undefined)	119	-5	13	100	99	-2	-2	-2.2	1
CN(C)c1ccc(NC(=O)Cn2ncn3c(cc4ccccc43)c2=O)cc1	105	2	26	99	105	0	4	-0.2	0
CCCc1nc2ccc(NC(C)=O)cc2c(=O)n1Cc1ccc(Cl)cc1	103	10	3	92	97	-3	6	-2.3	2
COc1ccc(N=Cc2[nH]c3ccccc3c2O)cc1	107	-30	6	108	98	-8	-6	2.6	11
CCC(C)(C)n1nnnc1C(c1cccs1)N1CCCCC1 (centres undefined)	100	-2	1	100	103	1	2	1.4	1
Cc1cccc(NC(=O)CSc2nc3ccccc3nc2N2CCCC2)c1C	79	4	-4	108	108	-9	1	1.1	0
Cc1cc(C)nc(NNC2=CC(=[N+]3CCCCC3)CC(C)(C)C2)n1	113	-11	1	96	102	1	-4	-15	2
CS(=O)(=O)c1ccc(N)c(SSc2cc(S(C)(=O)=O)ccc2N)c1	93	18	7	117	103	5	12	0.0	1
COc1ccc(C(=O)OCC(=O)c2c[nH]c3ccccc23)c(OC)c1	107	.	-23	87	87	-2	.	.	0
CC(=O)c1ccc(NC(=O)c2ccc(CSc3ccccc3)o2)cc1	126	0	0	101	92	2	1	1.7	3
CC1CCN(C(C(=O)Nc2ccc3c(c2)OCO3)c2ccccc2)CC1 (centres undefined)	96	3	3	95	106	-1	1	-5.1	43*
CCn1c(CSCc2ccc(C)cc2)nnc1SCC(=O)NCc1ccccc1	110	1	12	92	101	6	1	0.9	1
Cc1cccc(NC(=S)NCc2ccc(F)cc2)c1	109	9	5	91	86	-7	1	0.0	1
COc1cccc(CN2CC(C(=O)NCc3cnn(C)c3)CCC2=O)c1 (centres undefined)	101	2	8	103	102	11	0	-0.4	5
Cc1oc2ccc(NS(=O)(=O)c3ccc(C(C)(C)C)cc3)cc2c1C(=O)Nc1ccccc1	87	1	20	113	101	-2	4	1.9	0
Cc1cc(=O)n(CC(=O)NC2CC2)c2c1c(C)nn2-c1ccccc1	102	-1	1	103	102	1	3	0.9	1
CCCN(CC(=O)Nc1ccccc1C)C(=O)c1ccc(N2CCCC2)c([N+](=O)[O-])c1	98	1	-2	105	110	2	4	0.8	0
COc1ccccc1/C=C(/NC(=O)c1ccccc1)C(=O)NCCCn1ccnc1	95	-9	-30	96	99	-11	5	2.6	3
CCOC(=O)C(CCCCOc1cccc(CC)c1)C(=O)OCC	93	4	9	108	106	0	5	-6.8	0
Cc1cc(C(=O)c2ccccc2)c(NC(=O)CCl)s1	94	6	19	90	97	3	3	.	4
O=C(CO/N=C/c1c(Cl)cccc1Cl)NNC(=O)c1cccc(Cl)c1	92	9	21	100	111	4	3	0.2	1
COc1ccccc1C(=O)Nc1ccc(OCC(=O)N2C(C)CCCC2C)cc1 (centres undefined)	79	2	12	96	96	-3	2	.	2
COc1cccc(C2(O)CCN(C(=O)C3CC3)CC2)c1	103	5	22	96	99	0	-3	-0.6	1
CN(C(=O)c1ccc2c(Cl)c3c(nc2c1)CCC3)c1ccccc1	103	-3	-16	93	98	8	-2	-0.4	1

New compounds follow
SMILES	CR mimetic SO	MCL1 BIM primary	VLA-4 inh	CIT2 TOR yeast	AGP1 TOR yeast	GLD-1 RNA inh	BCLXL inh	MEX-5 binding	GRK2 aptamer HTS
Cc1cc(NC(=O)c2ccccc2)ccc1NC(=O)c1ccccc1Cl	102	5	13	103	99	3	2	3.3	7
COc1ccc(C(=O)C2CCCN(Cc3cccn3-c3ccccn3)C2)c(OC)c1 (centres undefined)	95	3	10	103	111	-2	4	-0.2	0
COc1ccc(C(C(=O)NC2CCCC2)N(CCCO)C(=O)c2snc(C(N)=O)c2N)cc1 (centres undefined)	94	12	1	109	107	-4	5	-0.9	2
O=S(c1ccsc1)c1ccsc1	86	22	6	103	97	0	5	1.5	2
CCN(CC)C(=O)COC(=O)C1=NN(c2cc(C)ccc2C)C(=O)CC1	87	12	0	92	94	6	7	-1.3	0
O=C(CSc1ccc(Cl)cc1)NNC(=O)c1cccnc1	105	3	0	99	103	2	3	-4.1	0
Nc1c(C(=O)Nc2ccccc2)nnn1-c1ccc2c(c1)OCCO2	96	10	1	98	101	0	7	-0.5	2
O=C(O)c1cc(-c2ccco2)nn1-c1cccc(Cl)c1	129	82*	-5	100	102	-11	31*	-7.7	6
C=CCn1c(CCCNC(=O)c2ccccc2OC)nc2ccccc21	98	1	10	107	101	2	4	-5.4	0
CCOC(=O)c1ccc2nc(NC(=O)C(C)C)sc2c1	75	10	23	91	98	-1	3	2.9	62*
COc1ccccc1/C=N\Nc1ccccc1[N+](=O)[O-]	69	2	-7	.	.	-4	3	-1.0	0
Cc1ccc(NC(=O)C(=O)NNC(=O)c2cccs2)cc1	96	3	11	83	62	8	3	-2.5	0
CC(C)c1ccccc1NC(=O)C1CC(=O)N(C2CCCC2)C1 (centres undefined)	101	8	14	105	100	2	1	-1.5	0
O=C(C1CCC(CNc2c(N3CCCCC3)c(=O)c2=O)CC1)N1CCN(C2CCCCC2)CC1 (centres undefined)	82	3	18	104	109	0	-3	-4.2	5
O=C(NCCCN1CCOCC1)C(=O)c1c[nH]c2ccccc12	130	-7	5	104	104	-2	0	-1.7	0
COc1ccc2c(c1)cc1n2CCN=C1NCCO	108	-5	0	102	98	4	-1	-0.9	0
CC(C)c1nc(SCC(=O)N2CCCC2)c2c(=O)n(C)c(=O)n(C)c2n1	94	0	5	99	92	1	1	-1.3	1
COc1ccc(/C=N/N2CCOCC2)cc1Cn1nc(C)c([N+](=O)[O-])c1C	106	0	-5	92	106	2	3	-0.2	1
C1CCCCCC2(CCCCC1)OCC(CN1CCOCC1)O2 (centres undefined)	101	8	0	94	105	8	3	0.2	0
CCCCCc1nc2c(C#N)c(-c3ccc(Cl)cc3)ccn2n1	103	-2	3	99	99	5	0	4.8	2
c1ccc(C(NCCNC(c2ccccc2)c2ccccc2)c2ccccc2)cc1	92	3	-4	100	103	2	6	1.0	9
O=C(COC(=O)COc1cccc(C(F)(F)F)c1)NC1CCS(=O)(=O)C1 (centres undefined)	90	0	-6	98	101	9	1	1.3	0
COc1ccc(CNC(=O)/C=C/C(=O)O)cc1OC	89	1	15	97	94	-1	-3	-0.1	2
Cc1ccc(SCCC(=O)Nc2ccccc2C(=O)NC(C)C)cc1	92	7	6	84	82	4	8	-0.5	0
CC(C)C1COC(c2cccn2Cc2ccccc2Cl)=N1 (centres undefined)	106	4	2	96	99	2	7	-0.3	0
O=C(CSc1nnnn1-c1ccc(O)cc1)Nc1cccc(S(=O)(=O)N2CCCC2)c1	100	0	-3	110	107	7	8	-1.8	1
CCOc1ccc(/C=N/NC(=S)Nc2c(C)cccc2C)cc1	89	5	6	101	103	1	4	-1.2	3

Compounds shown so far that contain a COOH group:
SMILES	CR mimetic SO	MCL1 BIM primary	VLA-4 inh	CIT2 TOR yeast	AGP1 TOR yeast	GLD-1 RNA inh	BCLXL inh	MEX-5 binding	GRK2 aptamer HTS
Cc1nc2ncnn2c(C)c1CCC(=O)O	109	-9	-3	104	102	-8	-7	-1.4	6
O=C(O)c1cc(-c2ccco2)nn1-c1cccc(Cl)c1	129	82*	-5	100	102	-11	31*	-7.7	6
COc1ccc(CNC(=O)/C=C/C(=O)O)cc1OC	89	1	15	97	94	-1	-3	-0.1	2
